# ER stress surv: ER stress cell death inhibition. CSM14.1 thapsigargin ER stress survival, ATP luminescence. relative survival (cellular ATP), % at 15 µg/mL (by protocol). actives 0.33% (n = 48,000);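 active = survival measured by cellular ATP above 50% at 15 µg/ml in the first screen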;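 also: cell death triggered by about 15 µM thapsigargin; ATP read 24 h after thapsigargin was added; plate controls were thapsigargin with DMSO for no effect and DMSO without thapsigargin for full effect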
# An asterisk follows results filed as active. Some of the compounds tested (hit frequency here may not be typical).
SMILES | ER stress surv
COc1ccc(Cl)cc1/C=C(/C#N)C(=O)Nc1ccc(Cl)cc1 | 4
N/C(=N\OC(=O)c1ccc(Cl)cc1Cl)c1cccnc1 | -15
O=C(Nc1ccc(Cc2ccncc2)cc1)c1ccccc1Br | 21
O=C1C2ON(c3ccccc3)C(c3ccco3)C2C(=O)N1c1ccc(N2CCOCC2)cc1 (stereo not drawn) | 8
CCOc1ccc2c(C)cc(=O)oc2c1C | 8
CC(=O)NN1C(=O)c2ccc(-c3ccc4c(c3)C(=O)N(NC(C)=O)C4=O)cc2C1=O | 7
COc1ccc(/C=C/C(=O)NC(=S)Nc2ccc(I)cc2)cc1 | 7
CCOc1cc(N2CCOCC2)c(OCC)cc1N | -6
CCOC(=O)C(Cc1ccccc1)(NC(C)=O)C(=O)OCC | 10
COc1ccc(C(NC=O)c2ccc(OC)cc2)cc1 | 2
CC(C)OC(=O)COc1cc2oc(=O)c3c(c2cc1Cl)CCCC3 | 6
O=[N+]([O-])c1cccc(C=NCCCN2CCOCC2)c1 | -3
COc1ccc(C2OCC3(CO)C(C)C=C(C)C2C3C)cc1 (stereo not drawn) | -1
CCCC(C)NC(=O)c1ccc([N+](=O)[O-])cc1 (stereo not drawn) | 11
CCOC(=O)COc1cc(C)c(Cl)cc1[N+](=O)[O-] | 4
Cc1cccc(-n2c(CCN3C(=O)c4ccccc4C3=O)nc3ccccc3c2=O)n1 | 3
CCN(CC)c1ccc(N2C(=O)/C(=C/c3ccc(C(=O)O)cc3)SC2=S)cc1 | 2
COc1ccccc1N1CCN(/N=C\c2cc(OC)c(OC(C)=O)c(OC)c2)CC1 | 8
Brc1ccc(-c2cs/c(=N/c3ccccn3)n2-c2ccccc2)cc1 | 6
O=C1CC(NCCc2ccccc2)C(=O)N1CCc1ccccc1 (stereo not drawn) | -8
Oc1ccc(-c2cn3ccccc3n2)cc1O | -8
CC1=C(C(=O)Nc2ccccc2)C(c2ccc(C)cc2)NC(=O)N1 (stereo not drawn) | 9
O=C(O)COc1ccc2c3c(c(=O)oc2c1)CCCC3 | 6
CC(C)N(C(=O)COc1ccc(Cl)cc1Cl)C(C)C | 3
CCCCOc1cccc(C(=O)Nc2cccc(-c3nc4ncccc4o3)c2)c1 | 1
COC(=O)CN(c1cc(C)ccc1OC)S(=O)(=O)c1ccccc1 | 8
O=C(c1sc2ccccc2c1Cl)N1CCN(Cc2ccccc2)CC1 | 30
COc1ccc(Nc2nc(-c3ccc4ccccc4c3)cs2)cc1 | -3
O=C(CNC(=O)c1cccc(F)c1)N=Nc1c(O)n(Cc2ccc3c(c2)OCO3)c2ccccc12 | -1
COc1ccccc1N1CCN(C(=O)CN(c2ccc(C)cc2C)S(=O)(=O)c2ccccc2)CC1 | 0
CC(C)(C)NCCOc1ccc(Br)cc1 | 1
CCOC(=O)c1ccc2c(c1)C1C=CCC1C(c1ccc([N+](=O)[O-])cc1)N2 (stereo not drawn) | -2
CC(=O)Nc1ccccc1NC(=O)c1ccccc1[N+](=O)[O-] | 2
O=C(CC1(c2ccccc2)C(=O)c2ccccc2C1=O)NC1CCCCC1 | 2
O=[N+]([O-])c1cn(Cc2ccc(F)cc2)cn1 | 4
CN1CCN(C(=O)c2cc3nc(-c4ccc(Cl)c(Cl)c4)cc(C(F)(F)F)n3n2)CC1 | -2
Cc1nc2ccccc2n1Cc1ccccc1Br | 4
COc1cc(/C=C/C(=O)c2ccc(Cl)cc2)cc(OC)c1OC | -8
C(=Nc1ccc(N=Cc2ccccn2)cc1)c1ccccn1 | 10
O=C(Nc1ccccc1C(=O)Nc1ccc(Cl)cc1)c1ccc([N+](=O)[O-])cc1 | 1
Cc1ccc2nc(-c3ccc(C)c(NC(=O)COc4ccc(Cl)cc4C)c3)oc2c1 | -4
COc1cc(NC(=O)c2ccco2)cc(OC)c1 | -1
CN=C1S/C(=C\c2cc3c(cc2Br)OCO3)C(=O)N1C | 5
O=C(/C=C/c1ccccc1)Nc1ccccc1C#Cc1ccccc1 | 10
CC12CC(O)C3(F)C(CCC4=CC(=O)C=CC43C)C1CC=C2C(=O)CO (stereo not drawn) | 13
O=C1CC(N2CCN(c3ccc(Cl)cc3)CC2)C(=O)N1c1cccc(Br)c1 (stereo not drawn) | 8
C/C(=N/OCC(=O)Nc1oc(-c2ccccc2)c(-c2ccccc2)c1C#N)c1cccs1 | 10
Cc1ccc(-n2nc3cc(C)c(NC(=O)c4ccccc4)cc3n2)cc1 | 16
C=CCOc1ccc(/C=C2\C(=O)NC(=O)N(c3ccc(C)cc3)C2=O)cc1 | 1
Cc1ccc(NC(=O)CSc2ccccn2)cc1 | 0
CCOC(=O)C1=C(N)OC2=C(C(=O)CC(c3ccccc3Cl)C2)C1c1ccccc1Cl (stereo not drawn) | 7
CC(C)c1ccc(N2C(=O)NC(=O)/C(=C/c3ccc(Br)o3)C2=O)cc1 | 3
Cc1cc(N2CCOCC2)nc(N2CCOCC2)n1 | 5
COc1cc(-c2noc(-c3ccc(Cl)cc3)n2)cc(OC)c1OC | 13
CC1(C)CC(=O)C2=C(C1)c1c(ccc3ccccc13)NC2c1ccc(N2CCOCC2)cc1 (stereo not drawn) | 20
Cc1ccc(Cl)cc1NC(=O)c1cncc(Br)c1 | 5
COCCNS(=O)(=O)c1ccc(Cl)cc1 | 5
O=C1C(=O)N(c2cccc(Cl)c2)C(c2ccccc2F)/C1=C(\O)c1ccccc1 (stereo not drawn) | 6
O=[N+]([O-])c1ccc(-c2nnc(-c3ccccc3)c(-c3ccccc3)n2)cc1 | 4
COc1cc(NS(=O)(=O)c2ccc3ccccc3c2)cc(OC)c1 | 5

# Look-ups from above.
# CN1CCN(C(=O)c2cc3nc(-c4ccc(Cl)c(Cl)c4)cc(C(F)(F)F)n3n2)CC1 – ER stress surv: -2
# CC1(C)CC(=O)C2=C(C1)c1c(ccc3ccccc13)NC2c1ccc(N2CCOCC2)cc1 (stereo not drawn) – ER stress surv: 20
# COCCNS(=O)(=O)c1ccc(Cl)cc1 – ER stress surv: 5
# CCOC(=O)C1=C(N)OC2=C(C(=O)CC(c3ccccc3Cl)C2)C1c1ccccc1Cl (stereo not drawn) – ER stress surv: 7
# O=C(Nc1ccccc1C(=O)Nc1ccc(Cl)cc1)c1ccc([N+](=O)[O-])cc1 – ER stress surv: 1
# O=C(CC1(c2ccccc2)C(=O)c2ccccc2C1=O)NC1CCCCC1 – ER stress surv: 2

# Next structures follow:
SMILES | ER stress surv
CCOc1ccc(NC(=O)/C=C/c2ccc([N+](=O)[O-])cc2)cc1 | 4
Cc1ccc(OCC(=O)Nc2cc(Cl)cc(Cl)c2)cc1C | 4
CCOC(=O)C1=C(C)N=c2s/c(=C\c3ccc(N(CC)CC)o3)c(=O)n2C1c1ccc(OC)c(OC)c1 (stereo not drawn) | -6
COc1ccc(CCC(=O)NCCC(c2ccccc2)c2ccccc2)cc1 | -1
COc1ccccc1-n1c(O)c(C=C2C=Nc3ccccc32)c(=O)[nH]c1=S | -1
CCOC(=O)c1c(NC(=O)c2cncc(Br)c2)sc2c1CCC2 | 9
CC(=O)Nc1ccc(Nc2nc3ccccc3nc2NS(=O)(=O)c2ccc(Cl)cc2)cc1 | -4
O=C(Nc1ccc(Br)c(Cl)c1)c1ccccc1Cl | 2
CCCN(CCC)C(=O)c1c(NC(=O)c2ccccc2Cl)sc2c1CCCC2 | 15
O=C(/C=C/c1cccc(C(F)(F)F)c1)Nc1cccc(Br)c1 | -3
CC1=C/C(=N/S(=O)(=O)c2ccc(C)cc2)C=C(Cl)C1=O | -5
COc1ccc(C(=O)Oc2ccc3c(c2)C(C)=CC(C)(C)N3)cc1 | -7
Cc1nc2ccccn2c1C(=O)NC1CCCCC1 | 5
Cc1cc(F)ccc1NCc1ccncc1 | 14
Cn1/c(=N/N=C/c2cc(Br)ccc2O)sc2ccccc21 | -2
CCCCC1CCC(C(=O)Nc2nc3ccccc3n2C)CC1 (stereo not drawn) | 8
COC(=O)c1cc(NC(=O)c2cccc(OC(C)C)c2)cc(C(=O)OC)c1 | -6
Cc1ccc(NC(=O)c2cccc(F)c2)c(C)c1 | 6
O=C(Nc1ccc2c(c1)oc1ccccc12)c1ccc([N+](=O)[O-])cc1 | 5
Cc1ccc(C(C)C)c(OCCNC(=O)c2cccs2)c1 | -2
COc1ccc(C(=O)NC2CC(C)(C)NC(C)(C)C2)cc1OC | 11
CCOC(=O)CCNC(=O)c1ccccc1Br | 7
CCCOc1ccc(-c2ccc(-c3nc(-c4cc(OC)c(OC)c(OC)c4)no3)cc2)cc1 | 0
CC(=O)C1=C(O)C(=O)N(CCCC(=O)O)C1c1ccc(F)cc1 (stereo not drawn) | 5
CCCCOc1ccc(NC(=O)c2cncc(Br)c2)cc1 | -7
COc1ccc(/C=C2\SC(=O)N(CCc3nnc(N)s3)C2=O)cc1 | 3
CC1CN(c2ccc([N+](=O)[O-])cc2)CCN1S(C)(=O)=O (stereo not drawn) | 6
COc1ccc(/C(N)=N/OC(=O)c2cccc([N+](=O)[O-])c2C)cc1 | -4
O=C(c1ccccc1)N1CCN(CCN2C(=O)c3cccc4cccc(c34)C2=O)CC1 | 2
COc1ccc(C)cc1NC(=O)/C=C/c1ccc(Cl)cc1Cl | 4
O=c1c2ccccc2c(-c2ccccc2)nn1Cc1cccc(Br)c1 | 2
Cc1cc(C)c2c(NCSCc3ccccc3)c(C#N)sc2n1 | 6
O=C(N=Nc1c(O)n(CN2CCCC2)c2ccc(Br)cc12)c1cccnc1 | 1
N#C/C(=C\c1ccc(OCc2ccccc2)cc1)c1nc(-c2ccc(Br)cc2)cs1 | 14
Clc1ccc(-c2noc(-c3ccc(Cl)cc3Cl)n2)cc1 | 7
CCOc1ccc(C(=O)Nc2cccc(-c3nc4cc(Cl)ccc4o3)c2C)cc1Br | 6
CCCOc1ccc2nc(C)c(CCC)c(Cl)c2c1 | -4
COc1ccccc1C/C(N)=N/OC(=O)COc1ccc(Cl)cc1 | 13
O=C1N(c2ccccc2)C(c2ccc(Cl)cc2)N2CCCN12 (stereo not drawn) | 7
COc1cc([N+](=O)[O-])ccc1N/C(N)=N\c1nc(C)cc(C)n1 | 2
COc1ccc(OC)c(NC(=O)c2ccc(OCC(C)C)cc2)c1 | 0
O=C(Nc1cccc2nsnc12)c1cccc(OCc2ccccc2)c1 | 11
C#CCOc1ccc(C=C2C(=O)NC(=S)NC2=O)cc1Br | 3
Cc1ccc(C2C(C#N)=C(N)Oc3c2sc2ccccc32)o1 (stereo not drawn) | -3
CS(=O)(=O)N(CC(=O)Nc1cc(Cl)cc(Cl)c1)c1ccc(Cl)cc1 | 2
O=c1[nH]c(NCCO)nc2ncn(Cc3ccccc3)c12 | 8
Cc1nn(C)c(C)c1Sc1ccc(Br)cc1 | -4
CCCn1c(SCC(=O)O)nc2ccccc21 | 3
Cc1c(NS(=O)(=O)c2ccc(F)cc2)c(=O)n(-c2ccccc2)n1C | -2
CCCOC(=O)c1ccc(NC(=O)c2ccc(-c3cccc(Cl)c3)o2)cc1 | 3
c1ccc(COc2ccc(C3Nc4cccc5cccc(c45)N3)cc2)cc1 | 7
O=C(O)/C=C/C(=O)Nc1ccccc1-c1ccccc1 | -2
CC(=O)NC1C(O)CC2C3CC=C4CC(O)CCC4(C)C3CCC21C (stereo not drawn) | 10
CCOc1ccc(S(=O)(=O)N/N=C/c2c(C)[nH]c(=O)[nH]c2=O)cc1 | 3
CC(C)OC(=O)c1c(-c2ccc(F)cc2)csc1N | 10
CNC(=O)CN(c1ccc(OC)cc1)S(=O)(=O)c1ccc(C)cc1 | -3
O=C(COc1ccccc1[N+](=O)[O-])Nc1ccc2oc(-c3cc(Br)ccc3Cl)nc2c1 | 2
Cc1ccc(CNC(=O)CN2C(=O)c3ccccc3C2=O)cc1 | 8
O=C(COc1ccc2ccccc2c1)Nc1ccc(S(=O)(=O)Nc2nccs2)cc1 | 2
CCOC(=O)C1=C(c2ccccc2)NC(=S)NC1c1ccc(OC(C)C)cc1 (stereo not drawn) | 1

# By substructure: the compounds so far with two or more sulfur atoms.
SMILES | ER stress surv
CCN(CC)c1ccc(N2C(=O)/C(=C/c3ccc(C(=O)O)cc3)SC2=S)cc1 | 2
COc1ccc(/C=C2\SC(=O)N(CCc3nnc(N)s3)C2=O)cc1 | 3
Cc1cc(C)c2c(NCSCc3ccccc3)c(C#N)sc2n1 | 6
O=C(COc1ccc2ccccc2c1)Nc1ccc(S(=O)(=O)Nc2nccs2)cc1 | 2

# The list continues:
SMILES | ER stress surv
O=C(CSc1ccccn1)Nc1ccc([N+](=O)[O-])cc1 | 7
CCOC(=O)COc1c(C)cc(Br)cc1C | 0
S=c1[nH]nc(-c2ccccc2Br)n1C1CCCCC1 | 7
O=C1c2cc(S(=O)(=O)Nc3ccncc3)ccc2-c2ccc(S(=O)(=O)Nc3ccncc3)cc21 | -1
COc1cccc(NC(=O)C2(C)CC3c4ccccc4C2c2ccccc23)c1 (stereo not drawn) | 1
CC(=O)N(C)c1ccc(NC(=O)c2cccc([N+](=O)[O-])c2)cc1 | 5
COc1ccc2ccccc2c1/C=N/N1C(=O)C2C(C1=O)C1C=CC2C12CC2 (stereo not drawn) | 7
O=C1OC(c2ccccc2F)=N/C1=C\c1cccc(I)c1 | 5
Cc1cccc(C(C)C)c1-n1nnnc1-c1ccccc1 | 11
C=CCn1c(-c2cc(OC)c(OC)c(OC)c2)n[nH]c1=S | 5
COc1ccccc1NC(=O)c1cc2cccc(OC)c2oc1=O | 2
COc1ccc(-c2cc(C(F)(F)F)n3ncc(C(=O)Nc4ccc5c(c4)OCO5)c3n2)cc1OC | 4
O=C1C2=C(NC3=C(C(=O)c4ccccc43)C23C(=O)Nc2ccccc23)c2ccccc21 | -2
COC(=O)COc1ccc(/C=C2\C(=O)NC(=O)N(c3ccc(Br)cc3)C2=O)cc1OC | 2
COc1cc(OC)cc(C(=O)N2CCN(C(=O)COc3ccc(Cl)cc3)CC2)c1 | 11
CCc1ccc2c(c1)C(O)(CC(=O)c1ccc(Br)cc1)C(=O)N2 (stereo not drawn) | 13
CC1=C(C(=O)OCC2CCCO2)C(c2cccc(O)c2)NC(=O)N1 (stereo not drawn) | 4
Cc1cc(NC(=O)c2ccc(-c3ccccc3)cc2)ccc1NC(=O)c1ccco1 | -8
CCOc1ccc(NC(=O)CN(c2ccc(Br)cc2)S(C)(=O)=O)cc1 | 5
